From PubChem BioAssay
HSF-1 act: HSF-1 activators, primary screen, NIH3T3-HGL cells, MG132 stress, luminescence, single point | NIH3T3-HGL HSF-1 luciferase reporter, 8 h; 100% = twice DMSO control signal | activation, % at 9 µM | 1.7% of 300,000 active;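 active = mean replicate activation of at least 50% with a set share of replicates each reaching 50%; inconclusive = only one of those two conditions met; inactive = mean below 50% and too few replicates reaching it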;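 note: 0% = median of the neutral control wells and 100% = twice that signal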
GSK3A inh: blockers of GSK3A enzyme activity – biochemical, luminescence, cell-free homogeneous, HTS, primary screen; GSK-3 alpha kinase, ADP-Glo luminescence, 60 min; inhibition, % at 10 µM; 0.1% of 320,000 active; AID 2650, 2010;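 in the data active = inhibition above about 50%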;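 note: GST-tagged GSK-3 alpha with peptide substrate and 25 µM ATP; 0% = DMSO neutral wells and 100% = GW8510 positive control wells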
Platelet DG rel: inhibitors of platelet dense granule secretion, primary screen, cell-based, MLPCN, human platelets; human platelet-rich plasma, SFLLRN dense granule ATP release, luminescence; inhibition, %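 (compounds screened at 7.5 µM in platelet-rich plasma)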; 0.22% of 300,000 active;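 active = mean replicate score, as percent of positive control, at or above 50; inconclusive = mean below 50 but at least one replicate at or above 50; inactive = mean and every replicate below 50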
GSK3B inh: human GSK3beta kinase inhibitors, primary screen, biochemical, cell-free homogeneous, HTS | Glycogen synthase kinase-3 beta (Homo sapiens), P49841 | GST-GSK3beta kinase, ADP-Glo luminescence, 60 min; hits give low values | activity score (negative = inhibition), % at 10 µM | 0.038% of 300,000 active;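 active = more than half of replicate wells score below -50%, meaning over 50% inhibition versus plate controls; inconclusive = some replicates but at most half score below -50%; inactive = no replicate scores below -50%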;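 note: 0% = median DMSO wells and -100% = median GW8510 positive control wells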
Target sequence (P49841 whole entry, looked up): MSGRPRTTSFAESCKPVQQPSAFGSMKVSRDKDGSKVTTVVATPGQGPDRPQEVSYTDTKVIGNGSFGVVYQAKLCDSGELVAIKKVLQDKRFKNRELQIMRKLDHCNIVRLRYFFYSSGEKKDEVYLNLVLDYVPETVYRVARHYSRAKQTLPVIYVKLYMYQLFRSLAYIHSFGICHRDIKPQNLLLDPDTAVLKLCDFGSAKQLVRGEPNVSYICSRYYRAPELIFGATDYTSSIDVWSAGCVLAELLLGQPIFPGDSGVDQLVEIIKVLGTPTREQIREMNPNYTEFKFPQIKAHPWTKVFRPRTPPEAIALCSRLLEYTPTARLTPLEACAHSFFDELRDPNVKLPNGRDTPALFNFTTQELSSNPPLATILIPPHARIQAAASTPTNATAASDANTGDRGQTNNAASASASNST
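Test system – GST-tagged human GSK3beta kinase, cell-free · Incubation – 60 min enzyme reaction, room temperature · Signal – ADP-Glo luminescence · Also added – peptide substrate and ATP at 25 µM · Controls – DMSO neutral wells and GW8510 at 20 µM as positive · Buffer or medium – Tris/MgCl2 kinase buffer · Measure – Luminescence-derived activity versus plate DMSO and GW8510 wells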
Dyrk1A ADPGlo: rat Dyrk1A kinase inhibitors, primary screen, biochemical, single point, plate reader; inhibition, % at 12.5 µM; 0.43% of 310,000 active; ADP-Glo luminescence, NFATc1 peptide; Dual specificity tyrosine-phosphorylation-regulated kinase 1A (Rattus norvegicus), Q63470; in the data active = inhibition above about 50%;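 note: plate controls were vehicle with enzyme for no effect and no enzyme for full effect; many of its hits are not listed in these tables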
PolyA inhibitor: polyadenylation inhibitors in yeast reporter cells, primary screen, luminescence, S. cerevisiae | S. cerevisiae SKY197-pL101 polyadenylation reporter, beta-gal luminescence; efflux-impaired pdr1/pdr3 knockout yeast; score 100 = 6 SD above DMSO | calls only at 12 µM | 0.02% of 300,000 active | AID 1875, 2009;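 active = lowest replicate activity score at least 50, where 100 means six control SD above control mean; inconclusive = lowest score under 50 but half or more replicates reach 50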;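 note: yeast exposed to compound for 9 h at 30 °C; higher score means more reporter readthrough which indicates perturbed polyadenylation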
HSF1 inh: HSF1 inhibitors in luciferase reporter cells, primary screen, cell-based, NIH3T3, luminescence; NIH3T3-HGL HSE-luciferase, MG132-induced, luminescence 8 h; hits give low values; activity change, negative = inhibition, % at 7.5 µM (by protocol); 0.77% of 300,000 active; AID 2098, 2009;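 active = more than half of replicate wells show activity change below -50%, luminescence cut by over half; inconclusive = some wells, but at most half, below -50%; inactive = no replicate well below -50%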;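 note: luciferase reports HSF-1 transcriptional activity via heat shock element; 0% = median of DMSO wells and -100% = zero luminescence signal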
AI-2 QS modul: Vibrio harveyi AI-2 quorum sensing modulators, primary screen, JMH597 strain, luminescence/OD600 ratio; 0.4% of 300,000 active; Vibrio harveyi JMH597 AI-2 luminescence/OD600 ratio, 9 h; hits give low values; strain lacks LuxN and CqsS sensors; 0 = neutral-control median; activity change, % at 7.5 µM; in the data active = activity change below about -75%, passing the limit was not always enough; inconclusive = no clear call, values can overlap the other calls;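 note: luminescence divided by OD600 gain over 9 h not by final OD600 alone; inactives centre near 13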
HSP90 inh: HSP90 inhibitors, primary screen, cell lysate, luminescence; inhibition, % at 5.6 µM; 0.91% of 290,000 active; Heat shock protein HSP 90 (rabbit reticulocyte lysate; luciferase refolding); Rabbit reticulocyte lysate, luciferase refolding luminescence, 3 h;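 active = inhibition above the screen-wide mean plus 3 SD, computed separately per campaign, cut at about 16% in these data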;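 note: 0% = DMSO wells and 100% = 60 µM geldanamycin wells; inhibitors lower the luminescence because luciferase stays unfolded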
HDAC3 inh: HDAC3 deacetylase inhibitors, primary screen, biochemical, fluorescence, cell-free homogeneous | 0.15% of 320,000 active | recombinant HDAC3, fluorogenic peptide/trypsin coupled | inhibition, % at 8.3 µM | Histone deacetylase 3 (Homo sapiens), O15379; in the data active = inhibition above about 26%, passing the limit was not always enough; inconclusive = no clear call, values can overlap the other calls
Target sequence (O15379 whole entry, looked up): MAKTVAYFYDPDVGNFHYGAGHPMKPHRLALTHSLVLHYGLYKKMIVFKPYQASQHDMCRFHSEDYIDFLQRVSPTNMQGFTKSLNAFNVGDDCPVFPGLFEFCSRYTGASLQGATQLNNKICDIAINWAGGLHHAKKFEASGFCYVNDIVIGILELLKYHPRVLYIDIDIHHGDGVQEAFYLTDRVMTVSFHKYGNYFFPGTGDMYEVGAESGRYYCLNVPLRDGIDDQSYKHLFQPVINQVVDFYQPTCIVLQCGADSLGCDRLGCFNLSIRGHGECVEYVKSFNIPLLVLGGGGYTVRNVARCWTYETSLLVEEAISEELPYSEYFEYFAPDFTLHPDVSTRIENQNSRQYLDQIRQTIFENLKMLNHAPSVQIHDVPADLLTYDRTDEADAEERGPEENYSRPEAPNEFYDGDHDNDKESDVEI
Starred values were filed as active, the others as inactive; i = inactive; ? = inconclusive; · = not tested or not shown. These rows are one share of the data, so the mix of outcomes need not match the whole.

SMILES	HSF-1 act	GSK3A inh	Platelet DG rel	GSK3B inh	Dyrk1A ADPGlo	PolyA inhibitor	HSF1 inh	AI-2 QS modul	HSP90 inh	HDAC3 inh
COc1ccc(CN(C(=O)c2nsc(Cl)c2Cl)C(C(=O)NC2CCCC2)c2ccc(C)cc2)cc1 (stereo not drawn)	17	1	-6	-1	-4	i	0	27	-1	-11
Cc1ccnc(NS(=O)(=O)c2ccc(NC(=O)Cc3ccc(Br)cc3)cc2)n1	-7	-3	-5	-19	·	i	-3	?	-4	0
COc1ccc(C2/C=C\CN(S(=O)(=O)c3ccc(-c4ccccc4)cc3)CC(=O)N2Cc2ccc(F)cc2)cc1 (stereo not drawn)	·	·	-3	-1	2	i	4	10	·	·
CCCc1nnc(NC(=O)CCC(=O)NCc2ccccc2)s1	-47	0	2	2	0	i	-29	29	-2	2
COC(=O)c1ccc(/C=C2\CCn3c2nc2cc(C(=O)O)ccc2c3=O)cc1	4	4	0	-2	-4	i	-5	23	-4	-30
O=C(CSCc1ccc(Cl)cc1)N/N=C/c1ccc(OCC(=O)Nc2ccccc2)cc1	35	24	15	1	6	i	12	20	-1	-1
CCN1C(=O)/C(=C\c2ccncc2)SC1=Nc1ccc(C)c(C)c1	17	-1	9	1	-3	i	14	7	8	-1
CC(C)(C)c1ccc(C(=O)NC(Cc2ccccc2)C(=O)O)cc1 (stereo not drawn)	-16	-4	-3	3	7	i	0	10	0	0
O=C(O)CSc1c(-c2cccs2)[nH]c2ccccc12	11	-2	0	5	12	i	3	46	6	3
COc1ccc(NC(=O)c2[nH]c(C)c(C(C)=O)c2C)cc1	27	1	-4	-1	·	i	13	15	-2	5
CN(CCc1ccccn1)C(=O)CCC1CCCN(C(=O)c2n[nH]c3c2CCCC3)C1 (stereo not drawn)	-10	0	4	2	2	i	-1	13	1	-9
NC(=O)CC(NC(=O)Cc1cccc2ccccc12)c1ccc(NC2CC3CCC2C3)c([N+](=O)[O-])c1 (stereo not drawn)	1	1	0	2	1	i	3	34	0	16
COc1ccc2nc(-c3ccccc3)cc(OC)c2c1	33	-1	4	0	3	i	18	5	-1	1
c1ccc(-n2nnnc2NC2CCCCC2)cc1	-4	-3	7	5	·	i	1	17	-1	2
CCOC(=O)CSc1nc(CC)nc2ccccc12	·	-1	-4	-1	-3	i	·	8	0	0
O=C(OCc1cc2ccccc2[nH]c1=O)c1cccs1	-3	-2	-1	3	-1	i	0	13	0	-1
Cc1nc(SCC(O)CCl)c([N+](=O)[O-])[nH]1 (stereo not drawn)	-9	-2	2	0	3	i	-3	12	2	2
NNC(=O)c1ccccc1CO	13	0	-2	2	·	i	4	1	·	8
CC(=O)c1ccccc1OCCOCCOCCOc1ccccc1C(C)=O	10	-3	10	1	-10	i	-4	10	-3	8
O=C(CC1C(=O)NCCN1Cc1cccc(F)c1)NCCCCCN1CCOCC1 (stereo not drawn)	-5	-2	-2	2	-4	i	0	12	-5	2
CN(C)CCN(C(=O)c1ccc2c(c1)CCCC2)c1nc2c(F)cccc2s1	5	-5	-13	-1	-2	i	9	9	1	·
COc1ccc(C(=O)/C=C(\C)Nc2ccc(NC(C)=O)cc2)cc1	3	2	-6	-2	0	i	4	24	0	2
CCc1ccccc1NC(=O)CSc1nnc(C2CC2)n1CC1CCCO1 (stereo not drawn)	9	0	-7	4	2	i	-3	6	-3	0
CCCc1nn2c(=O)cc(O)nc2s1	-4	0	16	1	-1	i	2	7	-5	-2
O=c1[nH]c2ccccc2n2cnnc12	-86	1	0	-2	0	i	-83*	27	0	5
Cc1c(Br)c([N+](=O)[O-])nn1CC(=O)NCCc1c[nH]c2ccccc12	6	1	12	-2	-1	i	3	19	-2	-3
O=C(Nc1ccc(NC(=O)c2ccccc2Cl)cc1)c1cccnc1	-7	0	-1	0	-5	i	1	27	-5	2
CC1CCCCC1NCC(=O)Nc1ccccc1-c1ccccc1 (stereo not drawn)	·	6	·	·	-2	·	·	·	3	9
CC(C)CNC1CS(=O)(=O)CC1O (stereo not drawn)	-1	-1	0	0	5	i	-3	27	4	3
O=C(NC(Cc1ccccc1)C(=O)N1CCCC(C(F)(F)F)C1)c1ccccc1 (stereo not drawn)	0	1	9	1	9	i	3	8	·	7
Cc1cc(C)nc(SCC(CSc2nc(C)cc(C)n2)C(=O)O)n1	10	-1	-3	1	-4	i	0	6	-1	0
Cc1ccc(NC(=O)CCc2c(C)nn(-c3ccc(N4CCOCC4)nn3)c2C)cc1C	-25	0	-36	-1	4	i	-18	0	2	-2
COc1ccc(-c2cc(C(=O)NC(C)C)no2)cc1	24	-1	0	0	0	i	8	20	6	-4
CCCP(=O)(CCC)CCP(=O)(c1ccccc1)c1ccccc1	-11	-5	-1	1	2	i	4	14	1	11
CCOC(=O)c1sc(NC(=O)CSc2nnc(C)s2)c(C(=O)OCC)c1C	·	3	-14	-5	-1	·	·	23	-3	3
CC(=O)Nc1ccc(/C=N/NC(=O)c2cccs2)cc1	26	3	20	3	1	i	15	9	4	-1
COc1ccc(NC(=O)c2cc(C)no2)cc1OC	-2	-1	-2	1	0	i	2	27	4	-2
Cc1ccc(-n2c(Cc3cccs3)nnc2SCC(N)=O)cc1	-1	-3	0	2	5	i	-5	0	1	5
CNC(=O)COc1coc(CN2CCN(c3ccc(F)cc3)CC2)cc1=O	0	-5	11	1	3	i	1	10	4	2
CCN(CC)C(=O)C(C)N(C#N)c1nc(SC)nc(N(C)C)n1 (stereo not drawn)	32	1	-9	1	0	i	3	0	0	-4
C=CCC(C=C)[N+]1(CC(=O)OC)CCCCC1 (stereo not drawn)	7	-3	4	2	-1	i	-4	15	-2	-8
CCN(CC)c1ccc2cc(C(N)=O)/c(=N\NC(=O)c3ccncc3)oc2c1	12	-1	13	0	·	i	5	36	5	13
COc1cccc(CNC(=O)CSc2ccc(-c3cccs3)nn2)c1	12	7	-3	1	2	i	-2	14	-1	-1
CC(O)C1CCC2C3CC[C@H]4CC(O)CCC4(C)C3CC3(OCCO3)C12C (stereo partly drawn)	14	-3	-2	-1	3	i	7	17	-5	2
O=C(c1ccco1)c1cn(CC(=O)N2CCCCCC2)c2ccccc12	-5	-1	-1	3	·	i	8	20	-2	3
O=C(Nc1ccc(F)cc1F)c1ccco1	-3	8	9	1	-6	i	0	17	-1	4
CCCn1cc2c(c1-c1ccc(C)cc1)c(=O)n(C)c(=O)n2C	2	-2	-8	0	-2	i	-2	-4	-3	6
CCCn1c(CC)nc([N+](=O)[O-])c1Sc1ccc(F)cc1	15	1	-1	2	3	i	8	6	1	3
COc1ccc(-c2csc(Nc3cccc(C)n3)n2)cc1	37	-7	2	0	-1	i	20	3	-1	5
N#CCCN(Cc1ccccc1)S(=O)(=O)c1cccs1	13	-1	-2	1	5	i	0	-5	-3	3
CC(C)=CCc1c(O)ccc(C(=O)Cc2ccccc2)c1O	-11	2	-22	0	2	i	2	5	-3	12
COc1cc(C(=O)N/C(=C\c2cn(C)c3ccccc23)C(=O)NCCCN2CCOCC2)cc(OC)c1OC	-13	3	-2	-1	-3	i	-8	-8	0	11
CCOc1ccc(-c2nc(CSCC(=O)NC3CC3)c(C)o2)cc1	-85	-1	-5	4	-3	i	-84*	8	2	-3
COc1ccc(-c2nc(C#N)c(NCc3ccccc3Cl)o2)cc1	·	-3	10	1	7	i	·	5	4	-9
COc1ccc2occ(NC(C)=O)c2c1	-11	2	-3	-1	-1	i	-1	3	-5	-3
Cn1cccc1C(=O)N1CCN(S(=O)(=O)c2ccccc2)CC1	-20	4	0	1	-7	i	2	19	·	-6
COc1cccc(NC(=O)CN(C)S(=O)(=O)c2ccc3c(c2)n(C)c(=O)c(=O)n3C)c1	5	1	0	2	-1	i	-3	10	-2	12
Cc1cc(=O)oc2c(C)c(OCC(=O)NCCCN3CCCC3=O)ccc12	-4	0	-13	5	-3	i	-3	9	1	-3
CCOC(=O)N1CCN(S(=O)(=O)N2CCCC(C(=O)NCCCN3CCCCC3)C2)CC1 (stereo not drawn)	-11	7	3	1	-4	i	0	18	-2	-14
CC(C)OC(=O)CSc1nc(Cc2cccs2)nc2ccccc12	-1	0	2	-2	10	i	-1	10	-3	4
More entries.
SMILES	HSF-1 act	GSK3A inh	Platelet DG rel	GSK3B inh	Dyrk1A ADPGlo	PolyA inhibitor	HSF1 inh	AI-2 QS modul	HSP90 inh	HDAC3 inh
CCO[C@@H]1OC(C(=O)NCc2ccccc2)=C[C@H](c2cn(C(C)=O)c3ccccc23)[C@H]1CCCO	-2	-4	1	-1	5	i	-1	23	5	4
CCOC(=O)c1ccc(NC(=O)c2cc(F)c(F)cc2Cl)cc1	12	-7	-13	-2	-5	i	5	5	5	-1
CC(C)(C)C1CCc2onc(C(=O)O)c2C1 (stereo not drawn)	3	-2	-8	-5	-2	i	13	32	1	-8
O=C(CN1C(=O)c2ccccc2C1=O)Nc1cccnc1	-2	-1	5	0	2	i	0	-82*	-1	-2
CCOC(=O)c1c(NC(=O)c2c(Br)cnn2C)c(C#N)nn1-c1ccccc1	-8	0	5	0	1	i	1	39	-1	1
CCOC(=O)c1ccccc1NS(=O)(=O)c1ccc(C)cc1	-6	-4	1	1	-3	i	4	22	1	-5
O=C(NC(=O)c1ccccc1)NC1(C(F)(F)F)OCCO1	50	0	7	-3	·	i	14	15	3	4
Cc1cc(NO)nc(-c2ccc(Br)cc2)n1	2	4	-8	0	3	i	5	22	81*	1
Cc1cccc(C(=O)Nc2cccc3cccnc23)c1	15	-2	-2	0	7	i	20	11	-4	0
CC1=CN2C(=NC(=O)CC2(C)C(=O)N(CC(=O)NC2CCCC2)Cc2ccc(Cl)cc2)C=C1 (stereo not drawn)	-21	7	·	1	-3	i	-4	14	-1	-52
O=C(Nc1ccccc1N1CCOCC1)c1ccc([N+](=O)[O-])cc1	-5	-6	3	0	3	i	-4	3	4	-1
